dFosB act – enhances mouse delta FosB homodimer DNA binding | P13346 | purified delta FosB, TAMRA-CDK5 oligo fluorescence polarization; percent of positive-control signal above neutral wells | activation, % at 25 µM | 340,000 compounds, 0.99% hits;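 active means mean activation above about 17%, with every replicate also reaching it, limit read from the data, passing the limit was not always enough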;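 further: fluorescence polarization rise as delta FosB binds a TAMRA Cdk5 AP-1 oligo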
CDK5 p35 inh – inhibitors of human CDK5/p35 kinase | inhibition, % at 10 µM | Q00535+Q15078 | 330,000 compounds, 0.01% hits | Recombinant CDK5/p35, ADP-Glo luminescence, 60 min;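 active means highest replicate inhibition of at least 50% and at least 75% of replicates reaching 50%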;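 further: plate controls were DMSO neutral control for no effect and GW8510 at 10 µM for full effect; many of its hits are not listed in these tables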
Target sequence (Q00535 whole entry, looked up): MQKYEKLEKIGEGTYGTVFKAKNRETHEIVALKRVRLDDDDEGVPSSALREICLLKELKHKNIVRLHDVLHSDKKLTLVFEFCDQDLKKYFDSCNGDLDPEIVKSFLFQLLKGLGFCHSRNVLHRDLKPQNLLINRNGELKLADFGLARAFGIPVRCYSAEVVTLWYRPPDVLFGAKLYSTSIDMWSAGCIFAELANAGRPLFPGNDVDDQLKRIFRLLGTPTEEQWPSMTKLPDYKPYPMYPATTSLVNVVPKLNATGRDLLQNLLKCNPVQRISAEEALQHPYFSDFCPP
Target sequence (Q15078 whole entry, looked up): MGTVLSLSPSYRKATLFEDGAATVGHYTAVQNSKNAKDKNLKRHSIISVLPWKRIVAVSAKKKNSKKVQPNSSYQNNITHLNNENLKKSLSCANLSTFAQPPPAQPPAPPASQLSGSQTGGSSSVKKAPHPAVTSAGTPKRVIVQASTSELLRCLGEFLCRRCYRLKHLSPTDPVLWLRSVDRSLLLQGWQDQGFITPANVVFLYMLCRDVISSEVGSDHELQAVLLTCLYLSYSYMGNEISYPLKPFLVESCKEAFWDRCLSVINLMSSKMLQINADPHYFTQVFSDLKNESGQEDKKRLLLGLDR
CAL PDZ FP-1 – CAL PDZ (human) peptide binding inhibition | Q9HD26 | purified CAL PDZ, TMR-peptide fluorescence polarization, 1 h | inhibition, % at 24.9 µM | 300,000 compounds, 0.92% hits | AID 602252;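 active means mean inhibition of at least 30% with at least half of replicates also reaching 30%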;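 further: 0% = DMSO neutral control and 100% = excess unlabeled competitor peptide PRC23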
CAL PDZ FP-2 – blocks peptide binding to human CAL PDZ domain; Q9HD26; purified CAL PDZ, TMR-peptide fluorescence polarization, 1 h; inhibition, % at 20 µM; 330,000 compounds, 0.02% hits; AID 504414;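 active means highest replicate inhibition of at least 40%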;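 further: plate controls were DMSO neutral control wells for no effect and unlabeled competitor peptide control wells for full effect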
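material = purified tagged CAL PDZ domain construct (CerCALP) | compound dosing = 20 µM, one dose | times = 1 h at RT | measured by = fluorescence polarization from S- and P-plane intensities, G-factor corrected | read-out = inhibition from polarization loss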
MITF TRPM1 HTS – MITF TRPM1 promoter activation in melanoma cells | SK-MEL-5 TRPM1-promoter luciferase, 24 h; % of positive control, neutral wells = 0 | 300,000 compounds, 0.75% hits | AID 588334 | activation, % at 12.5 µM;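 active means mean activation of at least 80% with every replicate also reaching 80%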;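 further: 0% = neutral control wells and 100% = parthenolide positive control wells; values of inactives mirror those of a sister screen read the other way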
Rtt109 HAT inh – C. albicans Rtt109 histone acetyltransferase inhibition | 330,000 compounds, 0.16% hits | purified Rtt109/Vps75, ThioGlo CoA-SH fluorescence, 4 h | inhibition, % at 34.9 µM;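 active means inhibition of at least 50% in every replicate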
Target sequence (Q5AAJ8 whole entry, looked up): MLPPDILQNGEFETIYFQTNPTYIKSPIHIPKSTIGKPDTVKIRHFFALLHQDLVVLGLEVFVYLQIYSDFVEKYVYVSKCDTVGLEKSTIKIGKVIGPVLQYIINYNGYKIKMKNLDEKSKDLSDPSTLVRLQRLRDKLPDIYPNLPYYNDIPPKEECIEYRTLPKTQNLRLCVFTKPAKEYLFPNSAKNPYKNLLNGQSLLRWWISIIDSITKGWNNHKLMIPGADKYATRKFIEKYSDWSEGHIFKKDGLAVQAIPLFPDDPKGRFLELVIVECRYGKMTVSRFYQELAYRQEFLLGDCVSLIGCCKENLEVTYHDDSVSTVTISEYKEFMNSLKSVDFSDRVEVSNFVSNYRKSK
Tat export inh – inhibitors of E. coli Tat protein transport. inhibition, % at 10 µM. E. coli MC4100 TorA-mCherry Tat export, fluorescence. 340,000 compounds, 0.036% hits;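 active means mean replicate inhibition at least 50% and at least half of replicates individually reaching 50%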;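 further: exported cargo escapes ClpAP degradation while cytoplasmic cargo is degraded and loses fluorescence; 0% = median of neutral control wells and 100% = median of NaSCN control wells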
V-ATPase pH – regulators of yeast V-ATPase proton transport | AID 504577 | 350,000 compounds, 0.37% hits | response, % at 10 µM | S. cerevisiae, pHLuorin cytosolic pH fluorescence; in the data active means response mostly above about 7.3%, no sharp cut-off; inactive means mostly below about 5.4%; further: actives read high; inactives centre near 0; some compounds called inactive have numbers as strong as hits; reference of the scale not given here
RTF Ca sens act – increases calcium sensitivity of human cardiac regulated thin filaments. 340,000 compounds, 0.24% hits. activation, % at 7.2 µM. IANBD-labeled TnC RTF fluorescence at EC20 calcium; 0% EC20 calcium, 100% full calcium. AID 493008;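 active means activation above the mean over all tested compounds plus 3 SD, cut at about 30% in these data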;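 further: rise in fluorescence read as greater calcium sensitivity of cardiac thin filaments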
Wnt bcat act – activators of Wnt/beta-catenin signaling | Wnt/beta-catenin reporter cell assay, activator, plate reader | activation, % at 9.35 µM | 300,000 compounds, 1.2% hits | AID 743398; in the data active means activation above about 30%, passing the limit was not always enough;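 further: 0% = neutral control wells and 100% = positive control wells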
An asterisk follows results filed as active; . = no result given; & = joins results of further samples. Rows are unselected (roughly 4.1% active in at least one column).

SMILES	dFosB act	CDK5 p35 inh	CAL PDZ FP-1	CAL PDZ FP-2	MITF TRPM1 HTS	Rtt109 HAT inh	Tat export inh	V-ATPase pH	RTF Ca sens act	Wnt bcat act
O=C(CSc1n[nH]c(=O)[nH]c1=O)Nc1ccc2c(c1)C(=O)c1ccccc1C2=O	-13.1	1.6	-3.2	0.9	-1.6	8.0	-11.6	-1.7	1.0	10.5
CC(=O)c1cc(-c2ccccc2)n(CC(=O)Nc2cccc(C)c2)c1C	15.9	-0.2	-3.7	0.0	-8.9	-6.1	4.2	-0.4	0.6	-0.2
CC(=O)c1ccc(NC(=O)Cn2c(=O)oc3ccccc32)cc1	1.6	0.2	-3.2	-1.2	1.3	-7.9	2.4	0.9	-1.9	1.7
CCOc1ccc(CCNC(=O)COC(=O)c2c(OC)cccc2OC)cc1OCC	-0.1	2.8	.	-0.5	-6.5	0.9	3.7	0.8	1.4	1.2
O=c1c2c3c(sc2n(CCN2CCOCC2)c(=O)n1Cc1ccco1)CCCCC3	4.3	-1.0	-2.1	-4.1	.	8.5	7.6	-4.0	2.4	.
COCCNc1c(-c2ccc(OC)cc2)nc2ccc(Cl)cn12	-2.0	-0.6	-5.5	0.5	33.5	-4.7	1.9	-0.5	6.2	3.5
Cc1cc(-c2nc3c4c5c(sc4[nH]c(=O)n3n2)CCC5)c(C)o1	-8.9	-1.5	-5.5	-0.6	-6.5	10.0	-10.7	0.0	-6.0	.
O=C(NCC(=O)N1CCN(c2ccccc2O)CC1)C1CCCCC1	-3.7	0.0	-0.9	-2.2	5.6	1.9	1.0	-4.8	-4.4	-1.2
O=C(COC(=O)c1ccc(F)c(S(=O)(=O)N2CCOCC2)c1)c1ccc(Br)cc1	-7.9	0.9	.	-3.8	-16.8	-2.8	4.2	1.3	2.3	1.4
Cc1cccc(C(OC(=O)c2ccco2)C(=O)NCc2ccccc2)n1 (stereo unspecified)	-7.5	-2.1	3.0	-1.0	-5.6	-0.9	1.0	0.0	5.5	-3.1
Clc1ccc(Cc2ccccn2)cc1	-2.2	0.6	-3.7	-2.3	4.7	-3.1	2.6	1.8	2.7	0.4
NC(=O)CCNC(=O)c1ccc(Cl)cc1	-3.0	-0.9	.	-1.9	.	-1.0	-13.5	2.0	7.5	-7.6
O=C(O)CCCN1C(=O)C(=O)/C(=C(/O)c2ccc(Cl)cc2)C1c1ccccc1 (stereo unspecified)	-7.5	-2.6	-1.8	-1.4	3.1	-1.7	-1.6	4.0	-2.9	1.9
Fc1cc(Br)ccc1NC(=S)Nc1ccccc1	-3.6	-0.6	-6.8	-1.3	79.1	-7.3	-5.4	0.7	4.7	.
COc1ccc(-c2nc(CS(=O)(=O)CC(=O)NCCCN3CCN(C)CC3)c(C)o2)cc1	-10.3	-2.2	2.4	0.3	16.1	-3.6	-0.7	-4.0	7.5	0.8
CCn1c(SCC(=O)N2CCC(C)CC2)nc2c1c(=O)n(C)c(=O)n2C	-1.0	6.6	0.3	-3.7	4.2	28.3	1.8	4.8	-0.8	-2.8
CCOc1cc2c(cc1OCC)C(C(=O)O)C(c1cc(Br)c(O)c(OC)c1)N(C)C2=O (stereo unspecified)	-4.4	-2.7	0.2	-1.1	-2.9	13.6	2.0	-2.1	-2.8	.
CC(=O)N1CCN(CC(=O)Nc2ccc(C)c(F)c2)CC1	-0.1	-1.1	0.6	0.6	-11.4	-0.4	-4.8	5.9	-1.5	-0.5
CCOC(=O)c1c(N2C(=O)Nc3ccccc3N2O)n[nH]c1-c1cccc(OC)c1	-7.7	2.3	-0.7	-1.5	-12.2	-3.4	8.6	-4.8	-0.3	-3.4
CCn1c(-c2ccoc2C)n[nH]c1=S	3.6	-1.0	-1.3	0.9	-3.7	-7.2	-3.2	2.5	3.1	.
CCOC(=O)C1=C(COC(=O)c2cccc(Cl)c2)NC(=O)NC1C (stereo unspecified)	-7.9	-1.4	-4.8	-0.2	-0.9	5.9	7.3	-5.1	-3.4	-1.1
Cn1c2ccccc2c2c(C(=O)N3CCN(c4ccc(F)cc4)CC3)cn(C3CCCC3)c(=O)c21	2.5	0.6	-2.8	0.3	7.6	3.6	10.2	6.4	-5.1	-10.0&-3.3
CC(=O)c1cccc(Nc2nc(N3CCOCC3)nc(N3CCOCC3)n2)c1	-13.2	1.3	-1.5	-2.0	18.5	-6.6	-6.5	-0.7	-3.2	-0.3
O=C(NCc1cccnc1)c1ccccc1NS(=O)(=O)c1ccc(F)cc1	6.7	1.9	-4.8	1.2	-11.0	-0.4	2.9	4.2	-2.3	-3.9
Cc1ccc(NC(=S)N(Cc2ccccc2)C(C)C)cc1	-8.4	1.3	.	0.3	.	-5.6	6.9	-0.3	.	6.5

3 compounds out of the list above, ordered by their value in Tat export inh, highest first:
SMILES	dFosB act	CDK5 p35 inh	CAL PDZ FP-1	CAL PDZ FP-2	MITF TRPM1 HTS	Rtt109 HAT inh	Tat export inh	V-ATPase pH	RTF Ca sens act	Wnt bcat act
CC(=O)c1ccc(NC(=O)Cn2c(=O)oc3ccccc32)cc1	1.6	0.2	-3.2	-1.2	1.3	-7.9	2.4	0.9	-1.9	1.7
COCCNc1c(-c2ccc(OC)cc2)nc2ccc(Cl)cn12	-2.0	-0.6	-5.5	0.5	33.5	-4.7	1.9	-0.5	6.2	3.5
CCn1c(-c2ccoc2C)n[nH]c1=S	3.6	-1.0	-1.3	0.9	-3.7	-7.2	-3.2	2.5	3.1	.

Other records follow:
SMILES	dFosB act	CDK5 p35 inh	CAL PDZ FP-1	CAL PDZ FP-2	MITF TRPM1 HTS	Rtt109 HAT inh	Tat export inh	V-ATPase pH	RTF Ca sens act	Wnt bcat act
COc1cc(/C=N/NC(=O)C(N)=O)cc(OC)c1O	5.0	0.8	2.6	-0.1	-16.2	7.0	0.3	-0.5	0.7	-0.9
O=C(NCCC1=CCCCC1)C1CCCN(S(=O)(=O)c2ccccc2)C1 (stereo unspecified)	-7.5	-0.1	-2.8	.	-7.5	-4.8	5.7	-1.4	5.0	.
CC1(C)CC(=O)c2c(oc3ccc(NS(=O)(=O)c4cccc5cccnc45)cc23)C1	-15.5	-0.1	-4.0	-4.7	-10.7	-2.7	1.5	-1.2	13.1	-2.0
CC(C)(C)c1ccc(SCCc2ccncc2)cc1	-0.2	-0.4	-6.2	-0.9	.	-0.1	-4.4	-1.9	-6.4	-0.4
O=C(CN1C(=O)C2C3C=CC(C3)C2C1=O)NCC1COc2ccccc2O1 (stereo unspecified)	-4.5	0.1	1.5	-3.3	-1.4	3.5	-3.2	-8.1	3.4	.
COC(=O)c1c(C)cc(O)c(C=O)c1O	7.9	2.0	3.1	0.8	.	2.6	3.1	-2.9	-0.1	.
O=C(CC1SC(N2CCCCC2)=NC1=O)Nc1ccc(C(=O)NCCc2ccc(F)cc2)cc1 (stereo unspecified)	-8.7	1.1	-2.5	0.9	3.0	29.2	-0.2	-0.6	-5.8	-3.4
CCOc1ccc(N=C(C)C2=C(O)c3ccccc3C2=O)cc1	1.8	0.5	-1.7	-0.8	.	-1.5	2.3	1.5	-1.5	38.9*
c1ccc(-n2nnnc2-c2cccnc2)cc1	8.4	-4.5	-0.9	-0.8	3.4	19.5	-3.9	-2.3	3.2	-0.5
CCN1CCN(c2ccc(S(=O)(=O)N3CCCCC3)cc2NC(=O)c2ccccc2)CC1	-15.6	-1.0	0.5	-2.3	6.2	8.5	-2.9	-1.7	-2.6	-1.3
COC(=O)N1N=C(c2ccc(Br)cc2)CC1(O)C(F)(F)F (stereo unspecified)	0.9	0.2	-1.2	-0.8	61.5	-18.8	-4.2	-2.8	1.4	.
O=C(O)Cc1ccc(NC(=O)c2ccc(NC(=O)c3ccco3)cc2)cc1	-0.4	0.4	.	-1.2	5.6	1.9	-9.1	0.2	1.5	.
CC(=O)Nc1ccc(S(=O)(=O)N2CCN(CC(=O)N3CCOCC3)CC2)cc1	-0.9	0.8	.	-5.4	.	2.1	1.1	-0.3	.	-3.5
CC(=O)Nc1ccc(-c2csc(NC(=O)CCNC(=O)c3ccco3)n2)cc1	-1.6	-0.2	-4.9	-2.3	2.8	-5.4	-11.2	-3.4	-4.8	-0.2
COCc1cc(=O)[nH]c(SCC(=O)N2CCOCC2)n1	0.9	0.9	6.2	-0.2	8.8	0.0	1.5	4.0	11.5	0.3
COc1cc(/C=C/c2ccc3c(Br)cc(Br)c(O)c3n2)ccc1O	-22.1	1.3	-1.5	0.1	-20.8	1.6	-10.5	-4.4	-1.5	-9.9
O=C(NCCCN1CCN(c2ccccc2F)CC1)C1CCC(=O)N1C1CCCC1 (stereo unspecified)	5.6	-4.1	.	-0.6	3.6	-5.6	9.2	4.3	8.7	.
O=C(Nc1cccnc1)c1cc2cc(Br)ccc2oc1=O	12.4	1.1	7.0	-0.4	15.8	1.8	3.8	-3.6	1.1	3.7
CC(C)C[C@@H]1NC(=O)[C@H](C(C)C)NC(=O)c2cc([N+](=O)[O-])cc(I)c2OCC[C@@H](C(N)=O)NC1=O	4.0	-1.3	-3.2	-0.3	6.5	2.2	-6.4	0.3	-6.9	.
Cc1ccc(-n2nnnc2Sc2nc([N+](=O)[O-])nn2C)cc1C	0.8	0.3	-1.5	-1.1	-28.0	-1.5	-17.0	2.8	-0.3	.
COCCCN=Cc1c(C)[nH]n(-c2ccc(Br)c(C)c2)c1=O	4.1	-2.6	0.0	0.3	14.2	-27.6	-3.7	8.0	7.5	.
C/C(=N\NC(=O)c1ccn(C)n1)c1ccco1	0.6	0.2	.	0.2	74.6	-3.1	3.6	-3.2	0.6	5.1
Cc1ccc(C)c(S(=O)(=O)NCc2cccnc2)c1	-5.9	-1.5	-1.0	-2.7	4.2	-10.0	3.7	-0.3	-2.4	.
CCCc1cc(C(=O)N2CCCN(C)CC2)cs1	-0.9	-1.5	-3.4	-1.7	-20.6	-6.8	6.2	-4.5	-1.9	-1.8
O=c1[nH]c2ccsc2c(=O)n1-c1ccc(F)cc1	-3.3	-0.2	-5.7	-0.2	.	-9.5	-0.8	-0.9	1.1	8.7
SMILES	dFosB act	CDK5 p35 inh	CAL PDZ FP-1	CAL PDZ FP-2	MITF TRPM1 HTS	Rtt109 HAT inh	Tat export inh	V-ATPase pH	RTF Ca sens act	Wnt bcat act
CCn1c(C)nc2cc(S(N)(=O)=O)ccc21	-8.6	-1.7	13.3	0.4	3.9	2.5	-7.8	1.2	0.8	-0.9
O=S(=O)(c1ccccc1F)N(Cc1ccco1)Cc1nnc(-c2ccccc2Br)o1	-7.7	0.4	0.1	.	-7.6	-6.5	10.2	-12.5	-0.7	.
C=CCNC(=O)CSc1nc2sc3c(c2c(=O)n1CCCOC)CCC3	3.9	1.0	-1.2	-0.3	.	5.3	-12.3	0.3	-7.6	-1.3
CC(C)Oc1ccc(S(=O)(=O)N2CCCCC2)cc1NC(=O)C1CCC1	-1.0	0.0	3.4	-1.7	4.7	5.8	-1.6	0.0	-0.9	0.4
COc1ccc(NC(=O)CN2C(=O)NC3(CCCCCCC3)C2=O)cc1	-4.2	-0.6	16.8	-1.4	-2.4	3.4	1.3	-2.7	3.6	1.3
O=CN1CCN(C(=O)c2ccc([N+](=O)[O-])cc2)CC1	1.6	2.1	-3.8	0.2	-10.8	-9.3	-0.4	1.3	-6.5	-0.2
CCc1ccc(O)c(N=Cc2cccc(C)c2O)c1	-6.8	-0.6	-11.6	-2.1	-19.5	-21.9	-5.7	-1.6	4.3	-2.2

Bioassay records deposited in PubChem BioAssay by several laboratories.
